From PubChem BioAssay
FN deposition inh: inhibitors of fibronectin matrix deposition, primary screen, AH1F cells, Alexa488-fibronectin fluorescence, plate reader | inhibition, % at 12.6 µM | hit rate 0.086% among 350,000 | AH1F fibroblasts, overnight | AID 743247, 2014;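 active means mean inhibition across replicates of 30% or more, regardless of how many single replicates reach that level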;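 further: positive control wells lacked labelled fibronectin entirely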
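Assay system: AH1F fibroblasts assembling fluorescent fibronectin matrix; Amount: 10000 AH1F cells per well; Buffer or medium: DMEM, 2% serum; Probe or stimulus: Alexa488-fibronectin, 24 nM final in well; Doses: single compound dose, delivered by pin transfer; Incubation: 1 h adhesion, overnight exposure; Measured by: fluorescence 485/525 nm; Read-out: fibronectin deposition inhibition.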
Xi reactivation: activators of inactive X chromosome reactivation, primary screen, imaging, XiGFP fibroblasts, GFP high-content imaging, set 2; AID 743238, 2013; XiGFP mouse fibroblasts, % GFP-positive cells imaging, 3 d; cells co-treated with 5-aza-dC sensitizer; scaled so ellipticine positive control = 100%; hit rate 0.055% among 360,000; activation, % at 7.58 µM;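 active means mean normalized replicate activation at least 10% and every replicate at or above 10%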;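 further: 0% = median of on-plate neutral control wells and 100% = ellipticine 6 µM median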
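Material: XiGFP fibroblasts, SV40-immortalized; Buffer or medium: DMEM containing 5-aza-dC; Compound dosing: single point; Times: 3 days compound exposure.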
An asterisk follows results filed as active. This is a subset; the hit share may differ from the screen's.

SMILES | FN deposition inh | Xi reactivation
CCOC(=O)CCCCCC(=O)Nc1ccc2c(c1)C(=O)N([C@@H](C)CO)C[C@H](C)[C@H](CN(C)S(=O)(=O)c1ccc(F)cc1)O2 | -10 | -0.9
CCCc1nnc2c(N(C)S(=O)(=O)c3ccccc3)nc3ccccc3n12 | 1 | 0.0
Cc1ccc(OCC(=O)NNC(=O)C(=O)N2CCCC2)c(C)c1 | -2 | 0.2
Cn1cnc([N+](=O)[O-])c1Oc1cccc2ccccc12 | -11 | -0.1
O=C(NC(=S)Nc1ccc(N2CCOCC2)c(Cl)c1)c1cncc(Br)c1 | 2 | 0.2
COc1cccc(C(=O)N/N=c2\sc3ccccc3n2C)c1 | 5 | 0.2
CC(C)NC(=O)N1C2CN(Cc3ccc(F)cc3)CC1C2c1ccc(Br)cc1 (centres undefined) | -7 | 0.4
CC[C@H]1C/C=C\C[C@@H](C(C)C)NC(=O)CCC(=O)N1 | -3 | 0.1
CCOC(=O)C1=C(C)N=C2SC(C(=O)OC)=CC(=O)N2C1c1cc(OC)c(OC)c(OC)c1 (centres undefined) | -8 | 0.5
CCN(CC)S(=O)(=O)c1cccc(C(=O)N/N=C/c2cc(OC)c(O)c(OC)c2)c1 | 4 | 0.0
CC(C)CC(=O)NC(=S)N(Cc1ccccc1)Cc1ccccc1 | -4 | 0.8
CCc1cccc2c(/C=N/NC(=O)c3cccc(S(=O)(=O)Nc4ccccc4Cl)c3)c[nH]c12 | -3 | 0.3
Cc1cc(C(F)(F)F)nn1Cc1n[nH]c(=S)n1-c1ccc(F)cc1 | 2 | 0.0
CCCCn1c(=N)n(CCOc2ccc(C)cc2)c2ccccc21 | -4 | 0.2
O=C1CCC([N+](=O)[O-])C(c2cccc(Br)c2)N1 (centres undefined) | 0 | 0.1
CCC(=O)N/N=C/c1ccc(OS(=O)(=O)c2ccccc2)cc1 | -1 | 0.0
Cc1ccccc1S(=O)(=O)N1C[C@@H]2N[C@H](C1)C2c1ccc(/C=C/c2ccccc2)cc1 (some centres undefined) | -12 | 0.2
O=C(Nc1cccc2ccccc12)NC1CCS(=O)(=O)C1 (centres undefined) | 0 | 0.0
CC(C)[C@@H]1C/C=C\CCNC(=O)[C@H](C)CC(=O)N1 | -7 | 0.6
O=C(O)c1ccc2c(c1)C(=O)N(c1ncccn1)C2=O | -1 | 0.1
N#CCCn1cc(C(=O)Nc2ccc([N+](=O)[O-])cc2)c(-c2cccs2)n1 | 5 | 0.1
COc1ccc(C#Cc2ccc3c(c2)[C@H]2[C@H](CCN2Cc2nccs2)[C@H](CO)N3)cc1 | -21 | 0.2
CC(=O)C1=C(C)NC(SCC(=O)Nc2nccs2)=C(C#N)C1c1ccccc1Cl (centres undefined) | 1 | 0.7
CC(C)CNC(=O)/C=C/c1cccs1 | -4 | 0.3
Cc1c(C(=O)c2ccc(Cl)cc2[N+](=O)[O-])c2ccccn2c1CCC#N | 9 | -0.1
O=C(Cn1nc([N+](=O)[O-])nc1Br)NC(c1ccccc1)c1ccccc1 | 10 | -0.2
Cc1ccc(OCC(=O)Nc2ccc([N+](=O)[O-])cc2)cc1 | 0 | 0.4
O=C(CSc1nc2ccccc2[nH]1)N1CCN(C(=O)c2ccco2)CC1 | -1 | 0.4
CCC(C)NC(=O)COc1ccccc1[N+](=O)[O-] (centres undefined) | -5 | 0.0
N#CC1=C(N)OC2=C(CCc3ccccc32)C1c1ccccc1 (centres undefined) | -3 | 1.1
Cn1c(NC(=S)Nc2ccccc2)nc2ccccc21 | -7 | 0.0
COc1cc(C(=O)NC(=S)NC(C)C)cc(OC)c1OC | -3 | 0.0
Cc1cc(C)n2nc(SCC(=O)N/N=C/c3ccccn3)nc2n1 | -2 | 0.2
O=C(NNC(=O)c1cccnc1SCc1cccc([N+](=O)[O-])c1)c1cccnc1 | 0 | -0.2
C[C@H]1C/C=C\C[C@@H](c2ccc3c(c2)OCO3)NC(=O)[C@H](c2ccccc2)CC(=O)N1 | -12 | -0.1
CNC[C@@H]1Oc2ccccc2C(=O)N(C)C[C@H]1C | 2 | 0.2
C[C@H]1CNC(=O)[C@@H](Cc2ccc(C(F)(F)F)cc2)CCn2nncc2COC1 | -14 | 0.0
C[C@H]1CC=CC[C@@H](c2ccc(F)cc2)NC(=O)[C@H](C)N(C)C(=O)c2ccccc2O1 (mixture of isomers) | -5 | 0.6
COc1ccc(CNC(=O)CSCc2cccc(Cl)c2)cc1 | -5 | 0.3
COc1ccc2c3c([nH]c2c1)[C@H](CO)N(C(=O)C1CC1)CC31CCN(C(=O)c2ccncc2)CC1 | -1 | 0.0
N#C[C@@H]1[C@H](c2ccc(C#Cc3cccc(F)c3)cc2)[C@H](CO)N1C(=O)C1CCOCC1 | 13 | -0.1
CCN1CCN(c2cc3c(nn2)Oc2ccccc2N3C)CC1 | 6 | -0.1
CC(C)CC(C)c1cc(N)nc2nc3ccccc3n12 (centres undefined) | -2 | 0.0
N#CC1=C(N)Oc2cc(N)ccc2C1c1cccnc1 (centres undefined) | 2 | -0.1
CSc1ncccc1C(=O)Nc1ccc(S(=O)(=O)Nc2nccs2)cc1 | 1 | 0.2
CC(C)c1ccc2c(c1)[C@H]1OCC[C@H]1[C@@H](c1cccs1)N2 | 8 | 0.0
CCCOc1ccc(Cl)cc1CNc1ccccc1 | 2 | 0.0
C[C@@H]1CC=CC[C@H](c2cccc(Cl)c2)NC(=O)[C@H](C)N(C)C(=O)c2ccccc2O1 (mixture of isomers) | -7 | 0.0
O=C1[C@H](Cc2ccc(C(F)(F)F)cc2)CCn2nncc2COC[C@@H]2CCCCN12 | 4 | 0.0
COc1ccc(CCNC(=O)CSCc2ccc([N+](=O)[O-])cc2)cc1OC | 2 | 0.3

Quoted at random: four entries already listed
SMILES | FN deposition inh | Xi reactivation
CCc1cccc2c(/C=N/NC(=O)c3cccc(S(=O)(=O)Nc4ccccc4Cl)c3)c[nH]c12 | -3 | 0.3
CC(C)c1ccc2c(c1)[C@H]1OCC[C@H]1[C@@H](c1cccs1)N2 | 8 | 0.0
CCCc1nnc2c(N(C)S(=O)(=O)c3ccccc3)nc3ccccc3n12 | 1 | 0.0
CCOC(=O)C1=C(C)N=C2SC(C(=O)OC)=CC(=O)N2C1c1cc(OC)c(OC)c(OC)c1 (centres undefined) | -8 | 0.5

Later entries
| compound | FN deposition inh | Xi reactivation |
| --- | --- | --- |
| O=C(CSc1ccccn1)N/N=C/c1ccccc1[N+](=O)[O-] | 7 | 0.0 |
| C=CCC1(NCc2ccco2)CCN(CC)CC1 | -1 | 0.0 |
| COc1ccc(-c2cn3cccnc3n2)cc1F | -9 | 0.1 |
| CC1Cc2ccccc2N1C(=O)c1nn(C)cc1Br (centres undefined) | -6 | 1.1 |
| CC(NC(=O)CSc1nc(=O)cc(N)n1-c1ccccc1)c1ccccc1 (centres undefined) | -5 | 0.0 |
| CCn1c(/C=C/Nc2ccccc2)[n+](CC)c2ccc(Cl)cc21 | 11 | -0.2 |
| Cc1ccccc1NC(=O)/C(C#N)=C/c1ccccc1C(F)(F)F | -2 | 0.1 |
| C[C@@H]1COCn2nncc2CCCC(=O)N1 | 7 | -0.1 |
| O=S1(=O)N=C(N/N=C/c2ccccn2)c2ccccc21 | -4 | 0.4 |
| O=C1N[C@@H](Cc2ccccc2)COCc2cn(nn2)CC[C@@H]1Cc1cccc(Cl)c1 | -2 | 0.3 |
| O=C(Nc1ccc(F)cc1)N(Cc1cccs1)Cc1cc2cc3c(cc2[nH]c1=O)OCO3 | 3 | 0.0 |
| C[C@@H]1CN(C)C(=O)c2cccnc2O[C@H]1CN(C)S(C)(=O)=O | 2 | 0.3 |
| CC(C)CNC(=S)NC(=O)c1ccccc1Cl | -12 | 0.2 |
| Cc1ccc(C(=O)COC(=O)CNC(=O)CN2C(=O)c3ccccc3C2=O)cc1 | 0 | -0.1 |
| O=C1OC(c2cccc([N+](=O)[O-])c2)C2(CCCC2)C(=O)C12CCCCC2 (centres undefined) | 4 | 0.4 |
| CC(=O)N(C)C[C@@H]1Oc2ccc(N)cc2CC(=O)N(C)C[C@@H]1C | -13 | 0.6 |

Record cards, as listed above. Screens in order: FN deposition inh, Xi reactivation
CC(C)CNC(=S)NC(=O)c1ccccc1Cl is entered as -12, 0.2
O=S1(=O)N=C(N/N=C/c2ccccn2)c2ccccc21 is entered as -4, 0.4
Cc1ccc(C(=O)COC(=O)CNC(=O)CN2C(=O)c3ccccc3C2=O)cc1 is entered as 0, -0.1
O=C(Nc1ccc(F)cc1)N(Cc1cccs1)Cc1cc2cc3c(cc2[nH]c1=O)OCO3 is entered as 3, 0.0

Carrying on:
| compound | FN deposition inh | Xi reactivation |
| --- | --- | --- |
| CCOC(=O)C1CCN(C(=O)c2ccccc2N(C)S(=O)(=O)c2ccccc2)CC1 | -6 | -0.2 |
| CCCCN(C(=O)c1ccc(NC(=O)C(C)C)cc1)c1ccccc1 | -1 | 0.0 |
| O=C1N[C@@H](c2ccccc2)COCc2cnnn2CC[C@H]1Cc1ccc(C(F)(F)F)cc1 | 0 | 0.3 |
| COc1ccc([C@H]2C/C=C\C[C@H](c3ccccc3)NC(=O)CCC(=O)N2)c(OC)c1 | 2 | 0.0 |
| COc1cccc(/C=N/N2CCN(C)CC2)c1 | -13 | -0.1 |
| Cc1ccccc1Nc1nc(N)nc(COC(=O)C2CCCCC2)n1 | 8 | 0.3 |
| Cn1c(N)c(C(=O)COC(=O)c2cccc(S(=O)(=O)N3CCCCC3)c2)c(=O)n(C)c1=O | -3 | 0.1 |
| C[C@@H]1CN([C@@H](C)CO)C(=O)c2ccccc2-c2ccccc2CO[C@@H]1CN(C)S(=O)(=O)c1ccc(C#N)cc1 | 17 | 0.0 |
| COc1cccc(C#Cc2ccc3c(c2)[C@@H]2[C@@H](CCN2S(=O)(=O)c2ccc(C)cc2)[C@@H](CO)N3)c1 | 2 | 0.1 |
| CCCN(CCC)C(=O)NC1CC(=O)N(c2ccc(OC)cc2)C1 (centres undefined) | 7 | -0.2 |
| Cc1ccc(Nc2n[nH]c(C)c2[N+](=O)[O-])cc1C | -3 | 0.1 |
| COc1ccc(NC(=S)NN(C)C(=S)Nc2ccc(OC)cc2)cc1 | 0 | 0.2 |
| CN(C)/N=C/c1ccc(Sc2ccc([N+](=O)[O-])cc2[N+](=O)[O-])o1 | 4 | -0.1 |
| COCCCNC(=O)CC(NCCCOC)C(=O)O (centres undefined) | -4 | 0.0 |
| O=C(CNC(c1ccccc1)c1ccccc1)Nc1c(F)cccc1F | -6 | 0.0 |
| CC(Sc1nc(-c2ccccc2)cc(C(F)(F)F)n1)C(=O)Nc1ccc2c(c1)OCO2 (centres undefined) | 0 | 0.2 |
| CCc1n[nH]c(=S)n1/N=C/c1cc(OC)cc([N+](=O)[O-])c1O | 8 | 0.1 |
| CC(=O)N(C)C[C@H]1Oc2ccc(NS(C)(=O)=O)cc2C(=O)N(C)C[C@H]1C | -17 | 0.4 |
| CC(C)NC(=O)Nc1ccc2c(c1)C(=O)N(C)C[C@H](C)[C@@H](CN(C)C(=O)OC(C)(C)C)O2 | -7 | 0.0 |
| C[C@@H]1CN(C)C(=O)Cc2ccccc2O[C@H]1CN(C)C(=O)OC(C)(C)C | -12 | 0.2 |
| CC(=O)NS(=O)(=O)c1ccc(NC(=S)NC(=O)COc2ccccc2C)cc1 | 0 | 0.2 |
| NC(=O)C1(N2CCCCC2)CCN(C(=S)NC2CCCC2)CC1 | -2 | 0.3 |
| N#C/C(=C\c1ccc(N2CCCCC2)o1)C(=O)Nc1cccc(Br)c1 | -304 | 94* |
| COC(C(=O)Nc1ccc(S(=O)(=O)Nc2cccc3ccccc23)cc1)c1ccccc1 (centres undefined) | 0 | -0.1 |
| Cc1nc2c(C(=O)NCCC(C)C)c[nH]n2c(=O)c1Cl | -4 | 0.2 |
| Cc1nnnn1CC(=O)Nc1ccccc1[N+](=O)[O-] | -5 | -0.1 |
| O=C(NC1CCCCCC1)C(=O)NC1CCCC1 | 2 | 0.0 |
| COc1cccc(NC(=O)NC(C)C2CC3CCC2C3)c1 (centres undefined) | 2 | 0.2 |
| C/C(=N\NC(=O)C(c1ccccc1)c1ccccc1)c1ccccn1 | 11 | 0.1 |
| O=C(NN1C(=O)c2cc(Br)ccc2NC1c1cc(Br)cc(Br)c1O)c1ccncc1 (centres undefined) | 1 | 0.0 |
| CCC(=O)Nc1ccc2c(c1)OC[C@H](C)N(C(=O)Cc1cccnc1)C[C@H](C)[C@@H](OC)CN(C)C2=O | 9 | 0.2 |
| CN1CCN(c2nc(-c3cc4ccccc4o3)cs2)CC1 | 3 | -0.1 |
| O=C1N[C@H](Cc2ccccc2)COCc2cn(nn2)CC[C@@H]1Cc1ccc(-c2ccccc2)cc1 | 8 | 0.2 |
| CC(C)NC(=O)Nc1ccc2c(c1)C(=O)N(C)C[C@H](C)[C@@H](CN(C)C)O2 | 0 | 0.3 |
| O=C(NC(=S)Nn1cnc2c(cnn2-c2ccccc2)c1=O)c1ccc(Cl)cc1 | 8 | 0.0 |
| COC(=O)c1ccc(-n2c(C)cc(C(=O)COC(=O)CNS(=O)(=O)c3ccc(C)cc3)c2C)cc1 | 2 | 0.0 |
